From PubChem BioAssay
H1N1 NS1A inhibition = H1N1 influenza NS1A inhibitors, functional cell based assay (AID 504329) | one-dose inhibition, % at 12.5 µM; IC50 in µM for titrated hits | actives 0.3% (n = 340,000) | NS1A functional cell-based assay, percent inhibition; higher % means a stronger effect; in the data active means a potency from the dose series; inconclusive means inhibition above about 27% without an active follow-up result; further: strong numbers were not always called active
M. tuberculosis = growth inhibition of non-replicating M. tuberculosis (AID 488890) | actives 0.39% (n = 320,000) | inhibition, % at 25 µM; hits with a dose series show IC50 in µM | Mycobacterium tuberculosis non-replicating, growth inhibition; higher % means a stronger effect; in the data active means a potency from the dose series; inconclusive means inhibition mostly from about 82% at the one dose, without a potency; inactive means the rest, 99 in 100 with inhibition below about 76%;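 further: plate controls were DMSO cells for no effect and high antibiotic wells for full effect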
VEEV TC-83 Vero = inhibitors of VEEV TC-83 cytopathic effect, confirmation, Vero cells (AID 588727). one-dose inhibition, % at 20 µM; IC50 in µM for titrated hits. actives 0.13% (n = 350,000). Vero cells, VEEV TC-83 cytopathic effect inhibition; higher % means a stronger effect; in the data active means a potency from the dose series; inconclusive means inhibition mostly from about 14% at the one dose, without a potency; inactive means the rest, 99 in 100 with inhibition below about 12%; further: strong numbers were not always called active
PhoP GFP inhibition = PhoP regulon inhibitors, Salmonella typhi PhoP promoter GFP reporter, confirmatory (AID 1850); Salmonella Typhi PhoP-promoter GFP reporter, fluorescence, 4 h; higher % means a stronger effect; one-dose inhibition, % at 50 µM; IC50 in µM for titrated hits; actives 0.33% (n = 310,000); in the data active means a potency from the dose series; inconclusive means inhibition mostly from about 25% at the one dose, without a potency; inactive means the rest, 99 in 100 with inhibition below about 19%;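 further: 0% = induced wells with vehicle and 100% = uninduced wells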
H37Rv inhibition = M. tuberculosis growth inhibition, HTS (AID 449762). M. tuberculosis H37Rv growth inhibition, 7H9 media; higher % means a stronger effect. one-dose inhibition, % at 25 µM; IC50 in µM for titrated hits. actives 0.59% (n = 330,000); in the data active means a potency from the dose series; inconclusive means inhibition above about 70% without an active follow-up result;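 further: bacterial growth assessed after seven days of incubation; strong numbers were not always called active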
VEEV TC-83 Vero 10K pilot screen = second read-out of VEEV TC-83 Vero, no call of its own (marks repeat the call); inhibition, %; measured here: 10K pilot screen inhibition
* = called active by the depositor; i = inactive; ? = inconclusive; . = not tested or not shown.

SMILES | H1N1 NS1A inhibition | M. tuberculosis | VEEV TC-83 Vero | PhoP GFP inhibition | H37Rv inhibition | others
CCN(CC)CCN(Cc1cc2cc3c(cc2[nH]c1=O)OCO3)C(=S)NC | -3% | 9% | i | -4% | 5%
CN(C)/C=C/C(=O)c1cccc(Cl)c1 | -12% | 11% | i | -4% | -4%
Cc1nc(N2CCN(C)CC2)c2c(C)c(C(=O)Nc3ccc(F)cc3)sc2n1 | 1% | 13% | 11% | 5% | 0%
CN(C)S(=O)(=O)n1cc(/C=C(\NC(=O)c2ccccc2F)C(=O)N2CCOCC2)c2ccccc21 | -9% | -9% | 0.6% | 4% | -4%
c1ccc(CSc2nnc(-c3ccco3)n2Cc2ccccc2)cc1 | 4% | -16% | 4.0% | 21% | -1%
CCCCC(=Nc1ccccc1OC)C1=C(O)CC(c2ccccc2)CC1=O (stereo unspecified) | -4% | 78% | i | 1% | 8%
O=C(c1ccc2nc(N3CCOCC3)sc2c1)N1CCC(Cc2ccccc2)CC1 | -9% | 41% | 3.1% | -6% | -1%
Cn1c(C(=O)N2CCN(c3ncccn3)CC2)cc2c(=O)n(C)c3ccccc3c21 | -2% | -4% | 8.6% | -2% | -3%
COc1ccc(-c2nnc(SCC(=O)N3CCOCC3)n2C)cc1OC | -10% | -18% | 3.2% | 2% | -8%
CCOC(=O)C(C)Oc1cccc2c(=O)n(CC(=O)NCc3ccccc3)ccc12 (stereo unspecified) | 2% | -3% | 0.1% | 2% | 8%
Cc1ccc(/C(N)=N/OC(=O)c2ccc(C)cc2Cl)cc1 | -8% | 75% | 8.9% | 3% | 64%
Cc1ccc(C(=O)NNC(=O)C2CC2)cc1Br | 19% | 3% | 4.6% | 0% | 2%
O=C(N/N=C/c1cccnc1)C(O)c1ccccc1 (stereo unspecified) | -2% | -22% | 1.2% | 1% | -7%
CCC1CCCCN1CCNC(=O)CCS(=O)(=O)c1ccc(Br)cc1 (stereo unspecified) | -3% | 10% | 2.3% | -8% | -10%
O=C(COc1ccc(-n2cnnn2)cc1)Nc1cc(Cl)cc(Cl)c1 | 2% | . | i | . | .
Oc1ccc2ccccc2c1N=Nc1nccs1 | ? | ? | i | -17% | <0.2µM*
Cc1cc(/C=N/NC(N)=O)c(C)c(CO)c1 | 4% | -1% | 2.1% | -3% | -3%
CCOc1ccc(C(=O)Nc2ccc(CN3CCOCC3)cc2)cc1Br | 6% | 42% | 1.9% | -7% | 0%
CC1CC(C)CN(CCOc2ccc(Br)cc2)C1 (stereo unspecified) | -9% | 11% | 1.4% | 0% | -4%
COC(=O)C1=C(NC(=O)CCCCl)CCS1 | 1% | -10% | 1.0% | -5% | -2%
O=C(NC(Cc1ccccc1)C(=O)N1CCc2ccccc2C1)c1ccccc1 (stereo unspecified) | 0% | 7% | 7.4% | -11% | 9%
COc1cc(OC)cc(-c2nnc(SCc3ccc(C(=O)O)cc3)o2)c1 | -8% | -6% | 0.8% | -11% | 1%
CC(NC(=O)C1CC1)C(c1cccs1)N1CCN(c2ccccc2)CC1 (stereo unspecified) | 0% | 2% | 1.4% | 8% | -11%
COc1ccc(OCCCC(=O)N(CCC2=CCCCC2)c2c(N)n(Cc3ccccc3)c(=O)[nH]c2=O)cc1 | 0% | 4% | 0.4% | 6% | 40%
COc1cc(OC)c2nc(C)c3c(c2c1)N(c1ccc(O)cc1)CC3 | -7% | 67% | 5.0% | -6% | 5%
CC(=O)c1ccc(N=Nc2ccc(N(C)C)cc2)cc1 | 13% | 37% | 1.8% | 7% | 12%
CC(NC(=O)CNC(=O)C1CCCCC1)c1cccc(Cl)c1 (stereo unspecified) | 5% | 3% | i | -3% | 6%
Cc1ccc(NC(=O)CSCC(=O)Nc2cc(S(=O)(=O)N3CCOCC3)ccc2OC(C)C)cc1 | -3% | . | 2.0% | . | .
Cc1ccc(S(=O)(=O)Nc2ccc(Cl)cc2)cc1NC(=O)c1cc2c(s1)CCCC2 | -6% | -5% | i | 7% | 11% | VEEV TC-83 Vero 10K pilot screen=0.0
CCC(=O)Nc1cc(C(=O)OCC(=O)c2ccccc2Cl)ccc1C | -2% | 5% | 0.8% | 3% | -17%
Nc1cc([N+](=O)[O-])ccc1N1C(=O)CCCC1=O | 7% | -32% | 0.2% | -10% | -4%
COc1cc2c(cc1OC)C(=S)NC1(CCCC1)C2 | 0% | -12% | 0.6% | -3% | -2%
Cc1cccc(-n2c(CNC(=O)c3cccc([N+](=O)[O-])c3C)n[nH]c2=S)c1 | -5% | -1% | 2.6% | 9% | 0%
CN(C)c1ccc(/C=N/NC(=O)C(O)(c2ccccc2)c2ccccc2)o1 | 21% | 4% | 3.9% | -3% | -10%
O=C(CSc1nc2ccc(NC(=O)c3ccccc3C(=O)O)cc2s1)Nc1ccc(F)c([N+](=O)[O-])c1 | -7% | 24% | 0.1% | 13% | 9%
Cc1ccccc1OCC(=O)Nc1nnc(C2CC2)s1 | -17% | 25% | 2.5% | . | 4%
COC(=O)c1cc(S(=O)(=O)N2c3ccccc3CC2C)c[nH]1 (stereo unspecified) | 4% | -4% | 1.0% | 7% | 7%
CCOC(=O)c1sc(=S)n(-c2ccc(C)cc2)c1N | 11% | 17% | 1.4% | -8% | 14%
CC(C)CNC(=S)NNC(=O)c1csc2ccccc12 | -16% | 75% | 1.7% | -7% | -2%
CCc1nc2c(c(SC)nn2-c2ccccc2)c(N)c1C(=O)OC | 12% | -3% | 0.9% | -56% | -5%

Quoted at random: 2 records from the list, in no set order.
SMILES | H1N1 NS1A inhibition | M. tuberculosis | VEEV TC-83 Vero | PhoP GFP inhibition | H37Rv inhibition | others
CC(NC(=O)CNC(=O)C1CCCCC1)c1cccc(Cl)c1 (stereo unspecified) | 5% | 3% | i | -3% | 6%
CCOC(=O)c1sc(=S)n(-c2ccc(C)cc2)c1N | 11% | 17% | 1.4% | -8% | 14%

Next results.
SMILES | H1N1 NS1A inhibition | M. tuberculosis | VEEV TC-83 Vero | PhoP GFP inhibition | H37Rv inhibition | others
Nc1nc(Nc2ccc(Cl)cc2)nc(NCCO)c1[N+](=O)[O-] | . | 9% | 8.8% | 4% | 0%
Cc1ccc(S(=O)(=O)N2CCOCC2)cc1NC(=O)COC(=O)c1cnc(Cl)c(Cl)c1 | -3% | . | 3.1% | . | .
O=C(CCCCl)NC(=S)Nc1cc(C(F)(F)F)ccc1N1CCOCC1 | 2% | 5% | 0.4% | -7% | 3%
COc1cc(C2c3cc4c(cc3CC3COC(=O)C32)OCO4)cc(OC)c1OC (stereo unspecified) | 0% | 16% | 8.7% | . | 6%
Cc1cc(Cc2ccc([N+](=O)[O-])cc2)c(C)cn1 | 5% | 2% | 0.1% | 2% | 1%
Cc1ccc(-c2nc3ncccc3o2)cc1N | -5% | -4% | 2.9% | -6% | -1%
CCOC(=O)N/N=C/c1c(C)nn(-c2cccc(C(F)(F)F)c2)c1Cl | 2% | ? | 6.8% | -4% | 7%
Cc1cc(C)n(Cc2ccc(Cl)c(Cl)c2)c(=O)c1S(=O)(=O)c1ccccc1 | 1% | . | 6.6% | . | .
COc1ccc(NC(=O)c2cc(-c3ccc(C)cc3)on2)cc1OC | 1% | 53% | 8.1% | -10% | -6%
CCC(C)(C(=O)Nc1ccccc1C)N(C(=O)CNC(C)=O)c1ccccc1C (stereo unspecified) | -4% | 12% | 5.4% | -6% | -15%
COc1cc(C(=O)N(C)C2CCCN(Cc3ccccc3F)C2)cc(OC)c1OC (stereo unspecified) | -4% | -19% | i | 2% | 0%
Cc1cc(=O)[nH]c(SCC(=O)N2CCC(C(N)=O)CC2)n1 | 2% | -15% | 0.1% | -5% | -3%
COc1ccc(NC(=O)NS(=O)(=O)c2ccc(C)cc2)cc1OC | 8% | -15% | 1.8% | . | -4%
COC(=O)C1SCC2C(=O)N(Cc3ccc(Cl)c(Cl)c3)CC(=O)N21 (stereo unspecified) | 4% | 7% | 0.6% | 2% | 6%
O=C(CSc1nnc(CNC(=O)c2ccccc2F)o1)NCC1CCCO1 (stereo unspecified) | 6% | . | 1.4% | -6% | 5% | VEEV TC-83 Vero 10K pilot screen=0.0
CCCCC(=O)Nc1nnc(S(=O)(=O)N(C)Cc2ccco2)s1 | 7% | 17% | 5.5% | 1% | 1%
CCn1c(=O)c(=O)[nH]c2cc(C(=O)N3CCN(c4ccccc4F)CC3)ccc21 | 6% | 7% | 0.1% | -2% | 2%
CCOC(=O)C1CC2CC(C1)CN(C(=O)C1CCCCC1)C2 (stereo unspecified) | -6% | 11% | i | -2% | -10%
CCOC(=O)c1nc(NCc2ccccc2F)c2ccccc2n1 | 5% | -7% | 0.9% | -3% | 3%
O=C(COC(=O)c1cc(Cl)ccc1O)NNC(=O)c1ccc([N+](=O)[O-])cc1 | -5% | -5% | 0.6% | 4% | 18%

Filtered by structure: the entries above containing a COOH group.
SMILES | H1N1 NS1A inhibition | M. tuberculosis | VEEV TC-83 Vero | PhoP GFP inhibition | H37Rv inhibition | others
COc1cc(OC)cc(-c2nnc(SCc3ccc(C(=O)O)cc3)o2)c1 | -8% | -6% | 0.8% | -11% | 1%
O=C(CSc1nc2ccc(NC(=O)c3ccccc3C(=O)O)cc2s1)Nc1ccc(F)c([N+](=O)[O-])c1 | -7% | 24% | 0.1% | 13% | 9%

Next part.
SMILES | H1N1 NS1A inhibition | M. tuberculosis | VEEV TC-83 Vero | PhoP GFP inhibition | H37Rv inhibition | others
CN(C)CCOc1ccc(-c2c(-c3ccccc3)sc3ccccc23)cc1 | 19% | ? | i | . | ? | VEEV TC-83 Vero 10K pilot screen=0.0
O=C1OC(c2ccc(Br)cc2)=N/C1=C\c1ccco1 | . | ? | 0.7% | -3% | ?
CCc1ccc2c(c1)c1nc(C)sc1n2CC | 2% | 2% | 0.5% | -4% | -1%
CC(C)(C)c1cc2nc3c(c(=O)n2[nH]1)CN(Cc1ccccc1)C3=O | . | 8% | 0.2% | 11% | -3%
O=C(Nc1cccc(S(=O)(=O)N2CCCCC2)c1)c1ccc(S(=O)(=O)C(F)F)cc1 | 1% | 16% | 5.0% | 6% | 49%
CC(C)OC(=O)CSc1nc(N2CCOCC2)c2c(c1C#N)CC(C)(C)OC2 | -6% | 70% | 8.4% | 7% | 35%
CC(OC(=O)C1CC=CCC1C(N)=O)C(Cl)=C(Cl)Cl (stereo unspecified) | -1% | 1% | 1.7% | 14% | -16% | VEEV TC-83 Vero 10K pilot screen=0.5
O=C(Cn1cnc2c(NC(=O)OCc3ccccc3)ncnc21)NCCN1CCOCC1 | -13% | 11% | 0.0% | . | -2%
Cn1c(NCc2ccco2)nc2c1c(=O)n(Cc1ccc(Cl)c(Cl)c1)c(=O)n2C | 10% | 21% | 6.4% | 0% | -4%
CC(CCc1ccccc1)NC(=O)/C=C/c1ccc(Cl)cc1 (stereo unspecified) | -7% | 35% | 1.5% | 0% | 0%
COc1ccc(C2N(C(C)=O)CCCN2S(=O)(=O)c2ccc(C)cc2)cc1 (stereo unspecified) | 10% | -7% | 0.7% | 3% | -11%
Cc1sc2nc[nH]c(=S)c2c1-c1ccccc1 | -1% | ? | 7.7% | 19% | ?
CCC(C)[C@H](NC(=O)NCc1ccccc1)C(=O)O (stereo partly specified) | 4% | -5% | 1.7% | 1% | 2%
COc1ccc2c(c1)c(=O)oc1c(C)c(OC(C)C(=O)N[C@@H](Cc3c[nH]c4ccc(O)cc34)C(=O)O)ccc12 (stereo partly specified) | 11% | 3% | 1.6% | 12% | -7%
Cc1ccc2oc(C(=O)N(Cc3ccc(N(C)C)cc3)CC3CCCO3)c(C)c2c1 (stereo unspecified) | 12% | 6% | 2.1% | -2% | 9%
Cn1c(=O)c2nnn(/N=C(\c3ccccc3)C3CC3)c2n(C)c1=O | 1% | 6% | 2.3% | -3% | -8%
CCc1ccc(N2C(=O)/C(=C/c3cccs3)N(CC(=O)OC)C2=S)cc1 | 15% | 29% | 1.2% | 4% | -2%
C/C(CCC(C)C)=N\Nc1ccc(S(N)(=O)=O)cc1[N+](=O)[O-] | 5% | 15% | i | -3% | 8%
CSc1ccccc1NC(=O)COc1ccc(Cl)cc1 | 2% | ? | i | -2% | 48%
CC(C)[C@H](NS(=O)(=O)c1ccccc1)C(=O)OCC(=O)NCc1ccc2c(c1)OCO2 | -1% | 12% | 2.5% | . | -5%
Cc1c(C(=O)NCc2ccco2)oc2ccc(Br)cc12 | 1% | . | 1.3% | . | .
C=CCN1C(=O)CSc2ccc(C(=O)OCC)cc21 | -9% | -2% | 2.1% | 2% | -2% | VEEV TC-83 Vero 10K pilot screen=3.9
O=C(/C=C/c1cccc([N+](=O)[O-])c1)N1CCN(C(=O)c2ccco2)CC1 | 12% | -6% | 0.3% | -7% | 6%
